IMP-1 inh = IMP-1 metallo-beta-lactamase inhibitors, primary screen, biochemical, epi-absorbance readout, Pseudomonas aeruginosa enzyme; metallo-beta-lactamase IMP-1 (Pseudomonas aeruginosa); purified IMP-1, nitrocefin hydrolysis, epi-absorbance fluorescence; inhibition, % at 5.6 µM; actives 0.45% (n = 290,000); AID 1556, 2009;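 active = inhibition above the mean plus 3 SD of all compounds in the same screening run, cut at about 4.5% in these data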;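 note: 0% = IMP-1 with DMSO and 100% = DMSO wells lacking enzyme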
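System: Purified IMP-1 | Read-out basis: Percent enzyme inhibition | Controls: IMP-1 with DMSO as 0%, enzyme-free DMSO as 100% | Replicates: One well per compound | Doses: 5.6 µM nominal single concentration | Detection: Epi-absorbance fluorescence, 480 nm excitation, 530 nm emission | Incubation: 25 °C, 15 min preincubation, 25 min reaction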
NS3 helicase inh = inhibitors of HCV NS3 helicase, primary screen, biochemical, Cy5 molecular beacon fluorescence | NS3 helicase DNA unwinding | inhibition, % at 10.9 µM | Hepatitis C virus NS3 helicase | actives 0.56% (n = 290,000);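 active = inhibition above the mean of all tested compounds plus 3 SD, set per campaign, cut at about 35% in these data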;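 note: 0% = DMSO wells and 100% = thioflavine S control wells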
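assay system = NS3 helicase fragment of HCV | buffer or medium = MOPS pH 6.5, MgCl2, DTT, Tween20, BSA | timing = 60 min unwinding reaction at 25 °C after ATP addition | signal = Cy5 beacon fluorescence read at start and 1 h | read-out basis = % inhibition of unwinding | control set = low DMSO, high thioflavine S at 110 µM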
FID counter = compounds displacing fluorescent DNA intercalator, primary screen, artefact control for HCV NS3 helicase inhibitor project, biochemical, FID fluorescence; DNA fluorescent intercalator displacement; inhibition, % at 7.9 µM; actives 0.17% (n = 290,000); in the data active = inhibition above about 37%;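 note: 0% = vehicle and 100% = reference compound; higher means more ethidium bromide displaced from hairpin DNA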
PHOSPHO1 inh = PubChem AID 1565; recombinant PHOSPHO1, absorbance phosphatase assay; inhibition, % at 13.3 µM; actives 1.1% (n = 290,000); Phosphoethanolamine/phosphocholine phosphatase (Homo sapiens), Q8TCT1; in the data active = inhibition above about 60%
Target sequence (Q8TCT1 whole entry, looked up): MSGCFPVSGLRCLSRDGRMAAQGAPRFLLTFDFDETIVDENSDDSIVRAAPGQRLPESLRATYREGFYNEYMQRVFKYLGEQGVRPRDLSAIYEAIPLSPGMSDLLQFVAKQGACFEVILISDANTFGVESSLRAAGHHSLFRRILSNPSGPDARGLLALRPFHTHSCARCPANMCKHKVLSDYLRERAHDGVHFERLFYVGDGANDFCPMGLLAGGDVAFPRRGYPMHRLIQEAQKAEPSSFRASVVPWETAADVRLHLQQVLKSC
VIM-2 inh = VIM-2 metallo-beta-lactamase inhibitors, primary screen, biochemical, epi-absorbance readout, Pseudomonas aeruginosa enzyme; purified VIM-2, nitrocefin hydrolysis, epi-absorbance fluorescence; actives 0.89% (n = 290,000); inhibition, % at 5.6 µM;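 active = inhibition above the mean of all tested compounds plus 3 SD, cutoff set per screening run, cut at about 7.5% in these data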;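 note: red hydrolysis product quenches plate fluorescence so inhibitors raise well fluorescence; 0% = enzyme with DMSO and 100% = DMSO without enzyme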
IDE act = human IDE activators in live cells, primary screen, fluorescence polarization, HEK cells, FAbeta-B substrate; Insulin-degrading enzyme (Homo sapiens), P14735; activation, % at 5.96 µM; actives 0.073% (n = 340,000); FAbeta-B cleavage; 0% vehicle, 100% cell-free pure enzyme wells;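 active = activation above the mean of all tested compounds plus 3 SD, set per screening campaign, cut at about 17% in these data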
UBC9 SUMO inh = inhibitors of in vitro SUMOylation cascade, primary screen, biochemical, HTRF, uHTS; actives 0.36% (n = 290,000); HTRF SUMOylation assay, SAE1/SAE2 + UBC9; SUMO-conjugating enzyme UBC9 (Homo sapiens), P63279; inhibition, % at 35 µM; in the data active = inhibition above about 50%, passing the limit was not always enough; note: strong numbers were not always called active
Target sequence (P63279 whole entry, looked up): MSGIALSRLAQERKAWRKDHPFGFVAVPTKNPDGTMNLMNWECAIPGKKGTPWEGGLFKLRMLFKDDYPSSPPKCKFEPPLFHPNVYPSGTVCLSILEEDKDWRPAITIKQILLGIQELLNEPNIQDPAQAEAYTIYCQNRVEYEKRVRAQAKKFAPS
p-CIP stab down = p/CIP-EGFP fusion destabilizers, primary screen, fluorescence, F442A cells. Q05BA5. actives 0.01% (n = 290,000). decrease of EGFP signal, % at 10 µM. 16 h;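 active = EGFP signal decrease of at least 30% at 10 µM or well 3 SD below plate mean, unless failing retest; inactive = the rest, including hits failing retest or dose response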; note: some compounds called inactive have numbers as strong as hits; many of its hits are not listed in these tables
MEKK3 PB1 HTS = modulators of MEKK3-MEK5 PB1 binding, primary screen, biochemical, wildtype MEKK3, multiplex bead flow cytometry, Alexa488-MEK5. Mitogen-activated protein kinase kinase kinase 3 (Homo sapiens), Q99759. bead-based flow cytometry, Alexa488-MEK5 binding to MEKK3; actives lie on both sides; 0 = blocked by unlabeled MEK5, 100 = vehicle. binding response (% of control), % at 10 µM. actives 1.4% (n = 290,000). AID 1529, 2009;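 active = binding response more than 3 SD above or below the average of its plate-row segment, actives on both sides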;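 note: Alexa488 bead fluorescence after subtracting the streptavidin-only scavenger bead signal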
Target sequence (Q99759 whole entry, looked up): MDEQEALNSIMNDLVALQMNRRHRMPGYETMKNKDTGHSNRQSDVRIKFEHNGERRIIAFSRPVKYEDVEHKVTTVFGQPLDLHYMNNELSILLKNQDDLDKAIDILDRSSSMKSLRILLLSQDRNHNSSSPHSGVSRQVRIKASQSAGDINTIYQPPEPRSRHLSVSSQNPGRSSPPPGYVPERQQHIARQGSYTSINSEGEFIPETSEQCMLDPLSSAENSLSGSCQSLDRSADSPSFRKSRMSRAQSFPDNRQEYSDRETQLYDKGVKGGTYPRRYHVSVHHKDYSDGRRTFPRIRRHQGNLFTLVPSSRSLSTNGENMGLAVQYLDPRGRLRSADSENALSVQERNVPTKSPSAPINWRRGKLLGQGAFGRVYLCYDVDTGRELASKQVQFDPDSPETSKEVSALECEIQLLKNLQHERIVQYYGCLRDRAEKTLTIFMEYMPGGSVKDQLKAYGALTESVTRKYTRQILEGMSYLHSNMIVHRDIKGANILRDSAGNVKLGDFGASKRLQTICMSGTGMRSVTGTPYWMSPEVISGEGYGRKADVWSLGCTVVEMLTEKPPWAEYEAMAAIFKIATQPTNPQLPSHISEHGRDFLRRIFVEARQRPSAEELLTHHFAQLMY
* = called active by the depositor; . = not tested or not shown; [ ] = another dose, or the depositor's remark. An excerpt (hit frequency here may not be typical).

Structure	IMP-1 inh	NS3 helicase inh	FID counter	PHOSPHO1 inh	VIM-2 inh	IDE act	UBC9 SUMO inh	p-CIP stab down	MEKK3 PB1 HTS
CCOC(=O)C1CCCN(C(=O)CCC(=O)Nc2ccc3nc(N4CCOCC4)cc(C)c3c2)C1 (stereo not given)	-3.5	-4	-10	26	-2.2	3	-9	-1	.
Cc1ccc(C)c2nc3sc(C(=O)N4CCCc5ccccc54)c(N)c3cc12	-1.4	21	-10	19	-3.4	1	9	17	.
COc1cccc(CNS(=O)(=O)/C=C/c2ccc3c(c2)OCO3)c1	-1.8	-7	-8	3	-1.6	2	-5	2	120
CCN(CC)S(=O)(=O)c1ccc(S(=O)(=O)N2CCN(CCC#N)CC2)cc1	-3.1	10	1	6	0.4	4	16	-7	99
Cc1ccc(-c2nnc(Oc3cccc(C)c3)c3ccccc23)cc1	0.6	1	-8	-1	-0.8	-2	9	-6	93
CC(Sc1nc(O)c(-c2ccccc2)c(=O)[nH]1)C(=O)Nc1ccc(Cl)cc1 (stereo not given)	-2.2	2	-9	-3	1.1	-2	7	-2	101
Cc1ccc(C(=O)CC2(O)C(=O)N(Cc3ccc4c(c3)OCO4)c3ccccc32)cc1 (stereo not given)	-0.6	-19	-14	-8	-1.0	4	-2	-7	97
O=C(CSc1nnnn1C1CCCCC1)NCc1cccs1	-3.1	-1	-7	27	-0.1	4	5	-6	105
NC(=O)Cc1ncc(C(F)(F)F)cc1Cl	-1.8	1	1	26	-2.3	5	14	-5	104
CC(C)(C)OC(=O)NCCC(=O)N/N=C/c1cccc2cccnc12	-3.5	-2	-22	51	-2.2	-5	2	3	91
Cc1ccc(CN(C)c2nc(-c3cccnc3)nc3ccccc23)o1	-3.6	5	-5	39	-0.1	-2	9	-7	102
Cc1ccc(N(CC(=O)N2CCc3ccccc32)C2=NC(=O)CS2)cc1	-2.9	2	-31	-15	-3.0	2	2	5	99
Cc1occc1-c1nnc(SCC(=O)c2ccc(F)cc2)n1Cc1ccco1	-0.1	29	-28	-10	-0.4	2	-4	-12	101
CCc1ccc(OC)c(S(=O)(=O)Nc2ccccc2C)c1	-2.1	0	-16	-31	-2.5	-5	12	-9	102
CCOC(=O)CSc1nnc(-c2ccncc2)o1	-3.3	3	-3	-3	-4.2	6	-12	-10	103
COc1cc(Cl)cc2c1Sc1ccccc1/C2=C/CCN(C)C	-2.1	-80	20	-1	-1.6	-3	5	-10	81
COCCN(CCOC)C(=O)c1cc2c(=O)n3ccccc3nc2s1	-3.9	-5	-6	18	0.8	-3	22	-2	99
Cc1cc(C)nc(NC(=O)c2ccc(Br)cc2)n1	-1.4	-3	0	18	0.2	2	23	0	106
c1ccn2c(SCc3ccc4c(c3)OCCO4)nnc2c1	-4.9	-6	-7	12	-2.6	8	-3	6	112
Cc1ccc(-c2csc3nc(C)n(N)c(=O)c23)cc1	-2.8	1	3	13	0.1	0	22	-21	104
O=C(CC(=O)Nc1ccccc1F)Nc1ccccc1F	-1.4	3	-4	20	0.2	-1	31	-7	106
CC1CCc2nc3ccccc3c(C(=O)OCC(=O)NC3CCS(=O)(=O)C3)c2C1 (stereo not given)	-2.9	-1	-10	-30	-1.5	6	26	-2	102
COc1ccc(CNC(=O)c2ccc3c(c2)N(C)CCS3)cc1	-2.0	-1	-17	33	-0.7	0	34	-4	101
Cc1ccc(O)c(NC(=O)c2cc(-c3ccc(F)cc3)on2)c1	-4.0	-9	-1	7	-6.0	-4	19	-2	108
O=C(COC(=O)C1CC2C=CC1C2)Nc1cccc(S(=O)(=O)N2CCCCC2)c1 (stereo not given)	-5.3	-9	-16	-14	-3.8	1	0	0	107
NS(=O)(=O)c1ccc(NC(=O)CCCC(=O)O)cc1	-2.4	5	-2	22	-0.6	0	-7	3	103
Cc1ccc(-c2nn(-c3cc(Cl)ccc3[N+](=O)[O-])c(=O)c3ccccc23)cc1	-2.5	-4	-5	24	-1.9	-1	-8	-10	106
O=c1c2cn[nH]c2[nH]c(=S)n1-c1cccc2ccccc12	-0.8	13	-3	-7	-0.4	-1	-1	6	100
C=CCNCCOCCOc1ccc(Cl)cc1C(C)(C)C	-1.8	-51	13	-2	-8.3	-2	-16	-3	95
CC(C)(C)C(=O)Nc1ccc(S(=O)(=O)c2ccc(NC(=O)C(C)(C)C)cc2)cc1	-5.9	0	-25	-9	-4.8	2	6	-19	105
COc1ccc(-n2c(SCC(=O)Nc3cccc4ccccc34)nc(O)cc2=O)cc1	-2.3	26	-2	12	0.1	5	6	-1	103
Oc1c(Br)cc(/C=N/n2c(-c3ccccc3)n[nH]c2=S)cc1Br	-4.6	25	-9	-50	27*	-3	10	4	104
CCCN1C(=O)NC2(O)C(=O)c3ccccc3C12O (stereo not given)	-2.9	6	-1	21	-2.1	-1	18	12	91
C=CCn1c(SCC(=O)N2CCOCC2)nc2c([nH]c3ccccc32)c1=O	-1.2	0	-26	37	6.0	-2	21	-2	103
CCOC(=O)CSC1=C(C#N)C(c2ccccc2OC)CC(=O)N1 (stereo not given)	-2.6	2	-7	3	-2.9	-1	-1	-15	107
CCc1ccc2nc(SCC(=O)Nc3ccccc3N3CCOCC3)c(C#N)cc2c1	-1.2	8	1	-5	-0.8	3	25	-8	105
Oc1ccc(C(c2nnnn2CCc2ccccc2)N2CCN(c3nc4ccccc4s3)CC2)cc1 (stereo not given)	-1.7	4	-3	10	-1.4	-4	-7	-9	91
COCCNc1nnc(SCC(=O)Nc2sc3c(c2C(=O)c2ccccc2)CCCC3)s1	-1.4	-6	-31	0	-2.1	-6	4	-2	131*
Cc1csc(NC(=O)CSc2nc(=O)cc(N)n2-c2ccc(F)cc2)n1	-1.4	1	-25	22	0.1	6	-2	9	96
O=S(=O)(c1ccc(OCC2CO2)cc1)c1ccc(OCC2CO2)cc1 (stereo not given)	-2.9	1	-2	37	-2.1	1	-10	-3	104
O=C(NCc1cccc(F)c1F)C1CCC(=O)N(C2CC2)C1 (stereo not given)	0.8	4	-6	-7	-1.9	3	6	15	103
CC(NS(=O)(=O)OCC(Cl)(Cl)Cl)c1ccc(Br)cc1 (stereo not given)	2.3	29	0	4	2.3	4	-1	-10	88
OCCN(Cc1ccccc1)CC(O)COc1ccc2c(c1)OCO2 (stereo not given)	-2.8	9	-3	48	-1.6	3	4	-7	107
Cc1ccc(NC(=O)CSc2nnc(COc3ccccc3C)o2)cc1	-1.5	-1	-7	32	-1.3	4	4	-9	86
Cc1ccc(C(=O)c2cc([N+](=O)[O-])ccc2N2CCOCC2)c(C)c1	-2.7	5	-9	19	-6.2	-1	-5	-15	103
Cc1c(C(=O)Nc2ccc(Oc3ccccc3)cc2)sc2nc3n(c(=O)c12)CCC3	0.1	-27	-4	2	-1.7	-12	1	-18	77*[inhibitor]
Cc1cccc(N(CC(=O)NC(C)C)C(=O)c2ccc(N3CCCC3)nc2)c1	-0.4	-3	-25	7	-1.5	1	8	5	102
CC(C)NC(=O)c1ccccc1NC(=O)CN(c1ccc2c(c1)OCO2)S(C)(=O)=O	-9.2	21	-22	-1	-0.1	7	5	7	97
COc1ccc(-n2nnnc2SCC(=O)N2CCOCC2)cc1	-3.4	-1	-1	-2	-5.0	9	2	-8	107
Fc1ccc(OCCOCCOc2cccc3[nH]ccc23)cc1	-1.8	-12	-3	20	-0.5	3	-19	-10	98

(continued)
Structure	IMP-1 inh	NS3 helicase inh	FID counter	PHOSPHO1 inh	VIM-2 inh	IDE act	UBC9 SUMO inh	p-CIP stab down	MEKK3 PB1 HTS
C1COCCNCCOCCOCCN1	0.1	5	4	32	-0.1	4	7	-10	107
COC(=O)c1cc(NC(=O)c2cccs2)ccc1N1CCOCC1	-0.8	-4	-4	24	-1.4	4	-6	4	100
COc1c(-c2ccc(O)c(O)c2)oc2cc(O)cc(O)c2c1=O	.	.	.	-5	.	-1	4	0	111
Cc1[nH]c(=S)[nH]c(=O)c1Cc1ccc(OCC(C)C)cc1	-1.4	1	-9	23	-2.8	4	7	0	98
CC(C)(C)c1ccc(C(=O)NCCCN2CCN(CCCNC(=O)c3ccc(C(C)(C)C)cc3)CC2)cc1	-3.5	-60	-3	-2	-3.9	9	-31	-9	103
CS(=O)(=O)N1CCCC(C(=O)NCCCN2CCN(Cc3ccccc3)CC2)C1 (stereo not given)	-4.5	2	3	16	-0.9	4	4	-12	73
O=C(O)c1ccc(N2CCCCCC2)c(N2C(=O)c3ccccc3C2=O)c1	-3.4	3	-32	-25	-1.5	1	17	-4	.
Cc1cc(C)c(S(=O)(=O)Nc2ccc(OCC(=O)O)cc2)c(C)c1	-2.0	-5	-17	2	-0.7	2	-5	-16	101
O=C(COC(=O)c1ccccc1Br)NCCc1ccc(F)cc1	-2.8	-12	-21	7	-3.1	-7	9	-7	103
Cc1c(C(=O)Nc2ccccc2)sc2nc(-c3ccccc3)cn12	-1.3	-12	-14	-9	-4.1	-15	-11	-8	100
CC1Cc2nc(SCC(=O)NCC3CCCO3)n(C)c(=O)c2S1 (stereo not given)	2.2	0	-2	-2	-0.1	0	5	2	103
O=C(N1CCOCC1)N(CCN1CCOCC1)Cc1cccc2ccccc12	-2.5	-2	-8	15	-5.8	5	15	-2	94
COc1ccc(OC)c(/C=N/NC(=O)CCc2ccc(O)c(O)c2)c1	-1.8	14	2	-34	-0.3	-13	52	-15	136*
CN1C(=O)c2cccc3c(S(=O)(=O)NCCc4ccccc4)ccc1c23	-1.7	-4	-17	26	-0.8	0	56*	-21	103
Cc1nn(C2CCS(=O)(=O)C2)c(Cl)c1/C=C/C(=O)OCC(=O)N(C)C (stereo not given)	-3.1	8	-2	25	-1.1	6	10	-1	102
CC(C)(C)C(=O)CSc1ncnc2sc3c(c12)CCC3	0.0	1	1	-8	2.0	3	-6	-7	98

VIM-2 inh: hit marks shown above.
compound	IMP-1 inh	NS3 helicase inh	PHOSPHO1 inh	VIM-2 inh	IDE act	UBC9 SUMO inh	p-CIP stab down	MEKK3 PB1 HTS
Oc1c(Br)cc(/C=N/n2c(-c3ccccc3)n[nH]c2=S)cc1Br	-4.6	25	-50	27*	-3	10	4	104

Screening results: PubChem BioAssay, several laboratories
